Source: PubChem
Salmonella PhoP GFP: PhoP regulon inhibitors, Salmonella typhi PhoP promoter GFP reporter, confirmatory (AID 1850); Salmonella Typhi PhoP-promoter GFP reporter, fluorescence, 4 h; higher % means a stronger effect; one-dose inhibition, % at 50 µM; IC50 in µM for titrated hits; 0.33% of 310,000 active; in the data active means a potency from the dose series; inconclusive means inhibition mostly from about 25% at the one dose, without a potency; inactive means the rest, 99 in 100 with inhibition below about 19%;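 further: 0% = induced wells with vehicle and 100% = uninduced wells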
H37Rv inhibition: M. tuberculosis growth inhibition, HTS (AID 449762) | inhibition, % at 25 µM, or IC50 in µM where a hit was titrated | 0.59% of 330,000 active | M. tuberculosis H37Rv growth inhibition, 7H9 media; higher % means a stronger effect; in the data active means a potency from the dose series; inconclusive means inhibition above about 70% without an active follow-up result;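 further: bacterial growth assessed after seven days of incubation; strong numbers were not always called active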
H1N1 NS1A inhibition: H1N1 influenza NS1A inhibitors, functional cell based assay (AID 504329). NS1A functional cell-based assay, percent inhibition; higher % means a stronger effect. inhibition, % at 12.5 µM, or IC50 in µM where a hit was titrated. 0.3% of 340,000 active; in the data active means a potency from the dose series; inconclusive means inhibition above about 27% without an active follow-up result; further: strong numbers were not always called active
inhibitors of VEEV: inhibitors of VEEV TC-83 cytopathic effect, confirmation, Vero cells (AID 588727) | 0.13% of 350,000 active | Vero cells, VEEV TC-83 cytopathic effect inhibition; higher % means a stronger effect | inhibition, % at 20 µM; hits with a dose series show IC50 in µM; in the data active means a potency from the dose series; inconclusive means inhibition mostly from about 14% at the one dose, without a potency; inactive means the rest, 99 in 100 with inhibition below about 12%; further: strong numbers were not always called active
tuberculosis growth: growth inhibition of non-replicating M. tuberculosis (AID 488890). Mycobacterium tuberculosis non-replicating, growth inhibition; higher % means a stronger effect. one-dose inhibition, % at 25 µM; IC50 in µM for titrated hits. 0.39% of 320,000 active; in the data active means a potency from the dose series; inconclusive means inhibition mostly from about 82% at the one dose, without a potency; inactive means the rest, 99 in 100 with inhibition below about 76%;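 further: plate controls were DMSO cells for no effect and high antibiotic wells for full effect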
inhibitors of VEEV 10K pilot screen: recorded beside inhibitors of VEEV, whose call it bears; inhibition, %; measured here: 10K pilot screen inhibition
An asterisk follows results filed as active; i = inactive; ? = inconclusive; · = no result given.

SMILES	Salmonella PhoP GFP	H37Rv inhibition	H1N1 NS1A inhibition	inhibitors of VEEV	tuberculosis growth	others
Cc1csc(SCC(=O)Nc2nccs2)n1	1%	-7%	-6%	1.1%	26%
CC(NC(=O)c1ccccc1Br)c1nnc(SCC(=O)NC2=NCCS2)n1C (stereo unspecified)	11%	-5%	-1%	0.4%	-18%
CCOC(=O)c1sc(C)nc1C1CCN(C(=O)OCC)CC1	2%	-8%	4%	i	5%
O=C(OCc1nnc(-c2ccccc2)o1)c1ccc2c(c1)C(=O)N(CCc1ccccc1)C2=O	3%	1%	0%	0.6%	39%
Cc1cc2nc(CCN(Cc3cccnc3)C(=S)Nc3ccc(F)cc3)[nH]c2cc1C	2%	1%	-9%	0.2%	26%
Cc1nnc(SCC2=C(C(=O)O)N3C(=O)C(NC(=O)Cn4nc(C(F)F)c(Cl)c4C)C3SC2)s1 (stereo unspecified)	2%	-2%	-5%	i	13%
COC(=O)C1=C(c2ccc(C(C)=O)cc2)C[C@@H]2CC[C@H]1N2C(=O)NC1CC1	·	-4%	-22%	0.9%	9%
COc1ccc(NC(=O)C(OC(=O)c2cnccn2)c2ccccc2)cc1Cl (stereo unspecified)	-5%	-8%	40%	5.9%	11%
Cc1cc(C)n(C(=O)C2CCCN2S(=O)(=O)c2ccc(Cl)cc2)n1 (stereo unspecified)	-12%	-3%	-2%	0.2%	-1%
C=CCn1c(SC)nc2sc3c(c2c1=O)CCc1ccccc1-3	-6%	8%	1%	i	62%
NC(=O)C1CCN(C(=O)/C=C/c2ccccc2[N+](=O)[O-])CC1	2%	6%	10%	0.4%	2%
CCOC(=O)C1=C(C)NC(=S)NC1c1ccc(C)s1 (stereo unspecified)	12%	6%	-2%	1.3%	46%
O=C(c1ccc(N2CCCS2(=O)=O)cc1)N1CCN(c2ccccc2)CC1	0%	7%	-3%	2.8%	5%
CN(CCOc1ccccc1)S(=O)(=O)c1ccccc1C#N	·	2%	-3%	2.0%	-18%
C/C=C/c1ccc(OCC(=O)Nc2cc(Cl)ccc2-n2cncn2)c(OC)c1	9%	-9%	-2%	6.2%	20%
CCCc1cc(=O)oc2cc(OCc3cc(OC)c(OC)c(OC)c3)c(Cl)cc12	9%	2%	16%	0.1%	-15%
CN(C)c1ccc(C=C2C(=O)NC(=O)NC2=O)cc1[N+](=O)[O-]	-4%	1%	-9%	2.6%	-1%
Cc1cc(CN(C)C(=O)c2ccc3nc(Cc4ccccc4F)oc3c2)n[nH]1	-6%	-6%	-9%	7.3%	-11%
Cc1ccccc1C(=O)NC1CCN(CC(=O)Nc2nccs2)CC1	6%	-9%	-4%	i	0%
Fc1ccc(Nc2nc3ccccc3s2)cc1	-12%	4%	3%	1.1%	6%
Cc1c(Cl)cccc1NC(=O)CCCCCN1C(=O)CCC1=O	2%	-13%	0%	0.0%	-15%
COc1cc(OC)cc(C(=O)NNC(=O)Cc2ccc(OC)c(S(=O)(=O)N3CCOCC3)c2)c1	5%	-1%	-9%	0.4%	2%
Cc1cc(NC(=O)CSc2ncnc3sccc23)no1	5%	-8%	1%	1.1%	6%
COc1ccccc1CN(C)CC(=O)Nc1cccc(S(=O)(=O)N2CCCC2)c1	·	2%	-4%	i	8%
CCOc1cccc2sc(NC(=O)CCS(=O)(=O)c3ccccc3)nc12	-1%	23%	14%	9.9%	?
(further entries)
SMILES	Salmonella PhoP GFP	H37Rv inhibition	H1N1 NS1A inhibition	inhibitors of VEEV	tuberculosis growth	others
Cc1ccc(NC(=S)NCc2cccn2C)cc1	0%	-7%	2%	1.2%	8%
CC(O)(c1ccc(Cl)cc1)C(c1ccccc1)c1ccccn1 (stereo unspecified)	·	·	-17%	3.5%	·
Cc1cc(C(=O)CN2C(=O)C(=O)N(C3CCCC3)C2=O)c(C)n1CCc1ccc(F)cc1	·	4%	6%	i	48%
COc1cc(Cl)ccc1OCc1cc(C(=O)N(C)CCc2c(C)n[nH]c2C)no1	-1%	-6%	-14%	5.6%	16%
COc1ccc(N(CC(=O)NC2CC3CCC2C3)S(=O)(=O)c2ccccc2)cc1OC (stereo unspecified)	-2%	-3%	-42%	0.5%	9%
COc1ccc(Cl)cc1NC(=O)CN(C)C(=O)c1sc2ccccc2c1Cl	·	0%	-6%	4.1%	16%
COc1ccc(S(=O)(=O)CCC(=O)NCCc2cccc(C)c2)cc1	-5%	-7%	25%	i	-9%
CC[C@]12c3[nH]c4ccc(Cl)cc4c3CCN1C(=O)[C@@H](CC(=O)NCCCN(C)C)C[C@@H]2C(=O)N1CCN(C(=O)C2CC2)CC1	·	·	-21%	2.9%	·
COc1ccc(S(=O)(=O)Nc2nc3ccccc3nc2Nc2cccc(C(=O)O)c2)cc1	-16%	8%	0%	0.1%	28%
CNC(=S)N/N=C/c1c(C)cccc1Cl	5%	12%	3%	0.7%	?
Cc1cccc(C(=O)Oc2ccccc2-c2nnco2)c1	-15%	?	-4%	5.2%	72%
Cc1sc2ncnc(N3CCC(C(=O)NNC(=O)COc4cccc(C(F)(F)F)c4)CC3)c2c1C	-1%	?	-9%	11%	-10%
CSCC(=O)Nc1ccc(F)c(Cl)c1	0%	-1%	1%	2.0%	22%
Cc1c(NC(=O)/C(=C\c2ccccc2)NC(=O)c2ccccc2)c(=O)n(-c2ccccc2)n1C	-9%	-4%	0%	1.0%	-17%
COCCN1CCc2[nH]c(=S)[nH]c(=O)c2C1	-21%	-1%	-5%	0.1%	-8%
Cc1nnc(NC(=O)CN2CCN(Cc3ccccc3)CC2)s1	1%	-13%	3%	0.4%	-1%
N#Cc1ccccc1NC(=O)c1ccc2c(c1)OCO2	6%	1%	-2%	0.6%	-1%
CC(C)(C)c1cc[n+](CC(=O)Nc2cc(C(F)(F)F)ccc2N2CCOCC2)cc1	-6%	-4%	-2%	1.8%	30%
CC(C)(C)C1CCC(=NNC(=O)c2ccco2)CC1 (stereo unspecified)	8%	3%	-12%	1.2%	?
COc1ccc(C(=O)N/N=C/c2sc(N3CCOCC3)nc2-c2ccccc2)cc1OC	6%	6%	-1%	7.8%	-18%
COc1cc(/C=C2\SC(=Nc3c(C)n(C)n(-c4ccccc4)c3=O)NC2=O)ccc1O	·	·	-7%	2.5%	·
CC(C)CC(=O)Nc1ccc(Oc2ccc(NC(=O)CC(C)C)cc2)cc1	-12%	-4%	9%	0.2%	-2%
Nc1nc(CN2CCN(c3ccc(F)cc3)CC2)nc(N2CCCc3ccccc32)n1	-3%	?	-6%	i	?
COc1ccc(C(=O)N/C(=C\c2ccco2)C(=O)NCCCn2ccnc2)cc1	-2%	-2%	-4%	1.3%	-18%	inhibitors of VEEV 10K pilot screen=0.3
CCNc1nc(NCC)nc(N/N=C(\C)c2ccc(OC)cc2)n1	12%	1%	5%	4.5%	39%
(listing goes on)
SMILES	Salmonella PhoP GFP	H37Rv inhibition	H1N1 NS1A inhibition	inhibitors of VEEV	tuberculosis growth	others
CN(C)CCCn1c(SCC(=O)N2c3ccccc3Sc3ccccc32)nc2ccccc2c1=O	63µM*	?	27%	i	?
COc1ccc2sc(-c3ccc(SC)cc3)c(/C=C/c3ccc(OC)c(OC)c3)c2c1	·	7%	6%	4.1%	24%
COC(=O)c1cc(C(=O)OC)cc(N2C(=O)CC(Sc3nc(C)cc(C)n3)C2=O)c1 (stereo unspecified)	-1%	-5%	-6%	i	14%
O=C(/C=C/c1cccc(Cl)c1)Nc1ncccn1	-9%	6%	4%	9.2%	36%
CC(=O)c1ccc(N2CCN(C(=S)Nc3ccccc3C(F)(F)F)CC2)cc1	1%	2%	-2%	i	31%
COc1ccccc1NC(=S)NCc1cccnc1	-7%	-7%	-2%	1.8%	20%
c1ccc(C2(CN3CCNC[C@H]3Cc3cccc4ccccc34)CC2)cc1	-4%	?	21%	1.7%	37%	inhibitors of VEEV 10K pilot screen=4.0
COc1ccc(C2C=C(C34CC5CC(CC(C5)C3)C4)NC(=S)N2)cc1 (stereo unspecified)	-4%	11%	3%	i	?	inhibitors of VEEV 10K pilot screen=0.0
CC1CCN(C(=O)CN(CCc2ccccc2)S(C)(=O)=O)CC1	3%	-2%	-7%	i	·
C=C(CO)C1Cc2cc(C(C)=O)ccc2O1 (stereo unspecified)	3%	-8%	5%	3.0%	-6%
O=S(=O)(C/C(=C/CO)S(=O)(=O)c1ccccc1)c1ccccc1	10%	6%	-5%	3.4%	80%
CC(=O)Nc1ccc(NC(=O)C(C)Sc2nc3nc(C)cc(C)n3n2)cc1 (stereo unspecified)	2%	-6%	-4%	2.6%	-13%
COc1cccc(NC(=O)C2CCCN(S(=O)(=O)c3cccc4nonc34)C2)c1 (stereo unspecified)	-5%	-3%	-2%	0.4%	-2%
NNC(=O)Cn1nc(Cc2ccccc2)n(N)c1=O	·	1%	-9%	3.4%	-3%
C/C(=N\NC(=O)c1ccc(OC2CCCC2)cc1)c1ccc(O)cc1	2%	13%	16%	4.0%	43%
C=CCn1c(COc2ccc(F)cc2)nnc1SCC(=O)NC1CC1	-4%	0%	-3%	2.4%	6%
O=C(NCc1ccccn1)C1CCN(S(=O)(=O)c2ccc(Br)cc2)CC1	-4%	0%	12%	1.5%	11%
CSc1ccc(NC(=O)N2CC(C)OC(C)C2)cc1 (stereo unspecified)	-2%	-1%	-25%	1.8%	1%
Cc1nn(Cc2c(F)c(F)c(F)c(F)c2F)c(C)c1NC(=O)c1cccc(COc2ccc(Cl)cc2)c1	9%	9%	7%	1.8%	1%
O=C(NCC1CCCO1)C(Cc1ccccc1)N1C(=O)C2C3C=CC(C4CC34)C2C1=O (stereo unspecified)	6%	-7%	1%	5.8%	-3%
COc1ccc(S(=O)(=O)N2CCN(C(C)C(=O)Nc3ccc(C(C)C)cc3)CC2)cc1 (stereo unspecified)	·	1%	2%	1.7%	·
O=S(=O)(NCc1ccccc1)c1cccs1	0%	3%	-5%	3.0%	3%
COc1ccc(/C=N/NC(=O)c2ccc(Br)cc2)c(OC)c1	2%	26%	7%	0.2%	15%
O=C(NC(=S)N1CCCCC1)c1cccnc1	-11%	-9%	-6%	1.2%	16%
COc1ccc(C(CCc2ccc(C)o2)NC(=O)Nc2ccc(OC)cc2OC)cc1 (stereo unspecified)	4%	3%	2%	5.5%	-1%
COC(=O)c1cc(-c2ccc(S(=O)(=O)N3CCCC(C)C3)cc2)c(C(F)(F)F)s1 (stereo unspecified)	1%	5%	-1%	i	4%
CSc1ncccc1C(=O)OCC(=O)NCCc1ccccc1	·	6%	-7%	0.4%	6%

Of the compounds above, these have two or more sulfur atoms.
SMILES	Salmonella PhoP GFP	H37Rv inhibition	H1N1 NS1A inhibition	inhibitors of VEEV	tuberculosis growth	others
Cc1csc(SCC(=O)Nc2nccs2)n1	1%	-7%	-6%	1.1%	26%
CC(NC(=O)c1ccccc1Br)c1nnc(SCC(=O)NC2=NCCS2)n1C (stereo unspecified)	11%	-5%	-1%	0.4%	-18%
Cc1nnc(SCC2=C(C(=O)O)N3C(=O)C(NC(=O)Cn4nc(C(F)F)c(Cl)c4C)C3SC2)s1 (stereo unspecified)	2%	-2%	-5%	i	13%
C=CCn1c(SC)nc2sc3c(c2c1=O)CCc1ccccc1-3	-6%	8%	1%	i	62%
CCOC(=O)C1=C(C)NC(=S)NC1c1ccc(C)s1 (stereo unspecified)	12%	6%	-2%	1.3%	46%
Cc1cc(NC(=O)CSc2ncnc3sccc23)no1	5%	-8%	1%	1.1%	6%
CCOc1cccc2sc(NC(=O)CCS(=O)(=O)c3ccccc3)nc12	-1%	23%	14%	9.9%	?
CN(C)CCCn1c(SCC(=O)N2c3ccccc3Sc3ccccc32)nc2ccccc2c1=O	63µM*	?	27%	i	?
COc1ccc2sc(-c3ccc(SC)cc3)c(/C=C/c3ccc(OC)c(OC)c3)c2c1	·	7%	6%	4.1%	24%
O=S(=O)(C/C(=C/CO)S(=O)(=O)c1ccccc1)c1ccccc1	10%	6%	-5%	3.4%	80%
O=S(=O)(NCc1ccccc1)c1cccs1	0%	3%	-5%	3.0%	3%
COC(=O)c1cc(-c2ccc(S(=O)(=O)N3CCCC(C)C3)cc2)c(C(F)(F)F)s1 (stereo unspecified)	1%	5%	-1%	i	4%
